Thrombin inh: human alpha-thrombin inhibitors, primary screen, counter-screen for coagulation protease inhibitor project, biochemical, 1536-well, fluorogenic AMC substrate | Prothrombin (Homo sapiens), P00734 | Boc-VPR-AMC fluorogenic substrate cleavage | inhibition, % at 5 µM | 220,000 compounds, 0.26% hits;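 active means inhibition at or above 40%; inactive means inhibition below 40%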;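 further: 0% = enzyme with no compound and 100% = wells without enzyme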
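System – human alpha-thrombin · Medium – pH 7.5 Tris (50 mM) with NaCl 150 mM, Tween 20 0.05% · Compound – single-point dosing at 5 µM, 0.2% DMSO · Incubation – enzyme reaction carried out at room temperature · Technique – fluorescence of released AMC, ex 355 nm, em 460 nm · Read-out basis – % inhibition of thrombin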
EBV gp42 inh: Epstein-Barr virus gp42 inhibitors, primary screen, biochemical, uHTS, fluorescence polarization. Glycoprotein 42 (Epstein-Barr virus (strain AG876)), Q1HVG2. Fluorescence polarization binding assay, mP read-out. inhibition, % (tested at 21.74 µM). 220,000 compounds, 0.42% hits; in the data active means inhibition above about 50%
TRPML3 ag: human TRPML3 channel agonists, primary screen, cell-based, HEK293 TRPML3-YFP, Fluo-8 calcium fluorescence, 3 µM; 100% = the carbachol control signal; activation, % at 3 µM; 220,000 compounds, 0.29% hits; AID 1448, 2008;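 active means activation above its plate's cutoff, the mean activation of the plate's test wells plus 3 SD, cut at about 12% in these data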;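 further: 0% = DMSO only wells and 100% = carbachol wells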
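system = HEK293 cells stably carrying human TRPML3-YFP | doses = one concentration, 3 µM nominal, 0.3% DMSO | timing = dye loading 1 h 37 °C then 30 min ambient, 125 s read | detection = Fluo-8 calcium dye fluorescence, ex 470-495, em 515-575 nm | benchmarks = high control carbachol 87 µM, low control DMSO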
PPC-1+TRAIL kill: compounds killing PPC-1 cancer cells with TRAIL present, primary screen, TRAIL potentiator project, ATPLite luminescence, uHTS | PPC-1 cells + TRAIL, ATPLite viability luminescence | 220,000 compounds, 0.41% hits | cell killing (% activity), % at 4 µM;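 active means cell killing above 50% in the first pass at 4 µM, then a duplicate retest at 5 µM averaging 50% or more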;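 further: plate controls were cells with TRAIL plus DMSO for no effect and medium-only wells lacking cells for full effect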
zfTRPN1 agonist: zebrafish TRPN1 channel agonists, primary screen, cell-based, HEK293, calcium fluorescence; 220,000 compounds, 0.18% hits; HEK293 zebrafish TRPN1-YFP, Fluo-8 calcium fluorescence; 100% = response to 87 µM carbachol; activation, % at 3 µM;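 active means activation above its plate's cutoff, the mean activation of test wells on that plate plus 3 SD, cut at about 19% in these data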;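 further: 0% = DMSO alone and 100% = 87 µM carbachol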
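Material: zebrafish TRPN1-YFP in HEK293 cells. Doses: one dose of 3 µM, 0.3% DMSO. Incubation: dye 1 h 37 °C plus 30 min RT. Measured by: intracellular calcium fluorescence with Fluo-8.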
Tb hexokinase: Trypanosoma brucei hexokinase 1 inhibitors, primary screen, biochemical, G6PDH-coupled NADH absorbance, MLSCN library. hexokinase 1 [Trypanosoma brucei]. recombinant TbHK1, G6PDH-coupled NADH A340. inhibition, % at 10 µM. 220,000 compounds, 0.11% hits. AID 1430, 2008;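 active means inhibition of 50% or more in the single-dose primary screen; inactive means inhibition below 50%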
Furin inh: human furin inhibitors, primary screen, biochemical, fluorescence intensity; AID 463115, 2010; 220,000 compounds, 0.061% hits; purified furin, fluorogenic substrate cleavage; inhibition, % at 30 µM; P09958; in the data active means inhibition above about 25%; further: inactives centre near -15
Calpain2 inh: inhibitors of pig calpain II, primary screen, biochemical, fluorogenic peptide substrate, 1536-well; inhibition, % at 16 µM; 220,000 compounds, 0.37% hits; purified calpain II, 30 min;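 active means inhibition above about 50%, limit read from the data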
KCC2 mod: KCC2 cotransporter modulators, thallium flux, primary screen, cell-based, HEK293 KCC2, FluoZin-2 fluorescence, MLSMR; KCC2 cells, thallium flux FluoZin-2 fluorescence; B-score of Tl+ flux slope (higher = more flux/activation; lower = inhibition) at 10 µM; 190,000 compounds, 2.2% hits;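 active means thallium flux slope and its plate-corrected score both differing from the plate sample mean at a set confidence after two filtering rounds, in either direction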;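 further: slope of fluorescence scaled to starting intensity during 10 to 20 s after thallium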
* hit, by the source's call; i = inactive; . = no result given; [ ] = another dose, or the depositor's remark.

SMILES	Thrombin inh	EBV gp42 inh	TRPML3 ag	PPC-1+TRAIL kill	zfTRPN1 agonist	Tb hexokinase	Furin inh	Calpain2 inh	KCC2 mod
CCOc1ccc(Nc2cc(=O)n(C)c(=O)n2C)cc1	4	-10	1.0	-2	0.8	2	-21	-1	-0.29
CC1CN(Cc2ccccc2)c2nc3c(c(=O)[nH]c(=O)n3C)n2C1 (stereo not drawn)	-3	-6	-0.3	11	-2.5	-8	-18	-4	0.01
O=C(CCC(=O)OCCCC(F)(F)C(F)(F)F)Nc1ccc(Cl)cc1Cl	-9	-3	-0.8	10	-0.5	-3	-11[20 µM]	0	-0.03
Cc1cccc(C(=O)N2CCCCCC2)c1[N+](=O)[O-]	-12	-13	0.8	4	1.0	0	-21	20	-0.95
COCC(=O)N(c1ccccc1)C(C)C(=O)OC (stereo not drawn)	-5	-5	1.4	1	1.0	6	-16	17	-0.57
Cc1cc(=O)n(CCc2ccccc2)c(O)c1C#N	0	-1	1.1	2	0.0	-1	-1[20 µM]	-20	-0.6
O=C(O)Cc1cc(I)c(Oc2ccc(O)c(I)c2)c(I)c1	0	-4	0.5	-14	-0.2	23	-9	-6	-3.2
COCCOC(=O)C1=C(C)NC(=O)NC1c1ccc(OC(=O)c2ccco2)c(OC)c1 (stereo not drawn)	-3	-17	1.0	-3	1.2	3	-17	-5	0.57
CCCC(=O)C1C(=O)CC(C)(C)C(c2cc(C)no2)C1=O (stereo not drawn)	-3	-10	0.9	8	0.2	3	-16	-19	0.14
CCCCCCc1cc2cc(C(N)=O)c(=N)oc2cc1O	-35	103*	0.8	0	-0.2	5	-42[20 µM]	i	i
CCN(CC)CCN(Cc1cc2cc3c(cc2[nH]c1=O)OCCO3)C(=S)NCC1CCCO1 (stereo not drawn)	-2	-15	0.1	1	-0.5	-19	-31	-144	0.31
CCN1CCN(C(=O)c2cc3cc([N+](=O)[O-])ccc3oc2=O)CC1	-2	0	1.6	1	0.3	-6	-41	-11	1.1
CN(CC(=O)Nc1ccc(F)cc1)CC(=O)Nc1ccc(Cl)c(S(=O)(=O)N2CCOCC2)c1	2	-16	0.6	-2	4.3	-8	-10	4	-1.6
Cn1c(CO)cnc1SCc1ccc(Cl)cc1	0	0	0.2	4	0.5	3	-14[20 µM]	-1	0.2
CS(=O)(=O)N(CC(=O)Nc1c(F)cccc1F)c1ccc(C23CC4CC(CC(C4)C2)C3)cc1	1	-12	0.3	-2	-0.6	8	-19[20 µM]	-10	.
COc1cccc(NC(=S)N2CCCN(Cc3ccc(F)cc3)C2)c1	1	-6	1.1	8	0.4	4	-3	16	0.63
CCc1ccc(CN(C)CC(=O)Nc2ccccc2[N+](=O)[O-])cc1	-1	-7	0.7	7	0.2	3	-17	15	0.056
CSc1cccc(NC(=O)CSc2ccc(C)cc2)c1	-2	-7	-0.6	1	-1.5	-1	-16[20 µM]	5	.
CCOc1ccccc1CN1CCN(S(=O)(=O)CC)CC1	-4	-14	0.3	-1	0.3	2	-25	-25	-0.48
Cc1[nH]n(-c2ccccc2)c(=O)c1C(=O)c1ccc([N+](=O)[O-])cc1	-11	3	0.3	22	1.6	-7	-6	11	0.48
COc1ccccc1OCCn1c(=O)oc2ccc(C)cc21	-10	-8	-1.2	4	-2.8	0	-27	-8	0.096
CCn1nc(C)c(CNC(=O)CCc2nnc(-c3ccc(C(C)=O)s3)o2)c1C	-10	-16	0.8	12	0.5	-9	-17	-6	0.58
CC1Cc2ccccc2N1S(=O)(=O)c1cccc(C(=O)OCC(=O)NCc2ccco2)c1 (stereo not drawn)	0	-9	-0.7	-8	1.6	-7	-8	19	-1.2
CC(C)CCN1CCN(Cc2ccc(Sc3nncn3C)o2)CC1CCO (stereo not drawn)	-8	12	0.3	.	0.4	1	-29	-6	-0.08
CCOc1ccc(C(NC(C)=O)c2ccc(OC)c(OC)c2)cc1 (stereo not drawn)	0	-7	1.0	7	0.8	1	-19	18	-1.7
CCN(CC)C(=O)C1CCCN(C(=O)Nc2ccccc2)C1 (stereo not drawn)	-2	-23	1.2	33	-1.4	-10	0[20 µM]	-11	.
CCOc1ccc(-n2c(COc3ccc(C)cc3)nnc2SCC(N)=O)cc1	21	-3	0.6	18	1.4	0	-1	17	1.3
COc1ccc(-c2csc(-c3cc4ccccc4oc3=N)n2)cc1	-9	-44	0.6	-16	0.0	-1	-18	-59	0.91
CC(C)OC(=O)CC(=O)CSc1nc2c(cc1C#N)CCCC2	4	-17	0.3	12	0.4	-6	-15	i	0.012
Cn1c(=O)c2c(nc(SCC(=O)NCc3ccco3)n2C)n(C)c1=O	-3	-14	0.3	4	1.7	3	-13[20 µM]	-16	5.1*
CCN(c1ccccc1)c1cc(C)nc2nc(C)nn12	2	-9	0.0	3	2.1	-4	-30	0	0.024
N#C/C(=C\c1ccc[nH]1)C(=O)c1ccccc1	-4	1	1.6	4	1.4	-13	-3	-20	-0.36
Cc1cc(C)c2c(n1)sc1c(N3CCN(C)CC3)ncnc12	-6	-18	1.4	-4	0.0	-20	-13	-7	-0.14
Cc1ccc(NC(=O)CNC2CCS(=O)(=O)C2)cc1C (stereo not drawn)	2	5	0.4	6	0.5	-2	-18	-8	0.7
Cc1ccc(CN2CCN(Cc3cn(C)nc3-c3ccccc3)CC2CCO)o1 (stereo not drawn)	1	-8	0.3	21	-0.8	1	-23	-23	.
COc1ccc(C(=O)/C=C/Nc2cccc(C)n2)cc1OC	5	-17	0.6	17	-0.2	-12	-12[20 µM]	-167	0.17
COc1ccccc1N1CCN(C(=O)Cn2nc3n(C)c4ccccc4n3c(=O)c2=O)CC1	-6	-19	0.4	.	0.0	-5	-23	-1	.
COc1ccc(S(=O)(=O)Nc2ccc(C)cc2)cc1N(C)S(=O)(=O)c1ccc(Cl)cc1	0	-20	61*	14	1.2	1	-8[20 µM]	8	.
Cc1ccc(NC(=O)COc2ccc(Br)cc2CO)cc1	-2	-23	0.4	24	0.9	-3	-9[20 µM]	5	.
C=CCN1C(c2cccc(C(F)(F)F)c2)=CS/C1=C(/C#N)c1nnc(N2CCOCC2)n1-c1ccccc1	-8	9	61*	-1	22*	-31	1	-14	-1.2

Complete entries as entered above. Order of screens: Thrombin inh, EBV gp42 inh, TRPML3 ag, PPC-1+TRAIL kill, zfTRPN1 agonist, Tb hexokinase, Furin inh, Calpain2 inh, KCC2 mod
Cc1ccc(CN2CCN(Cc3cn(C)nc3-c3ccccc3)CC2CCO)o1 (stereo not drawn) reads 1, -8, 0.3, 21, -0.8, 1, -23, -23, .
COc1ccc(-c2csc(-c3cc4ccccc4oc3=N)n2)cc1 reads -9, -44, 0.6, -16, 0.0, -1, -18, -59, 0.91
CCOc1ccc(C(NC(C)=O)c2ccc(OC)c(OC)c2)cc1 (stereo not drawn) reads 0, -7, 1.0, 7, 0.8, 1, -19, 18, -1.7

Going on with the list.
SMILES	Thrombin inh	EBV gp42 inh	TRPML3 ag	PPC-1+TRAIL kill	zfTRPN1 agonist	Tb hexokinase	Furin inh	Calpain2 inh	KCC2 mod
C/C(CCN1CCCCc2nc(C)c(C)cc21)=N\OC[C@@H](O)[C@H]1O[C@@H]2OC(C)(C)O[C@@H]2[C@H]1O	2	-1	0.1	16	0.5	-5	-12	7	1.4
CCN(CC)c1ncnc2c1sc1nc(C)cc(C)c12	3	-7	-0.1	21	-1.7	-1	-14[20 µM]	-35	-0.67
CC1CCN(C(=O)CSc2ccc(-c3ccccc3)nn2)CC1	-3	3	0.3	20	-1.2	-3	-15	16	-3.2*
O=C(NCc1ccco1)c1ccc(C(F)(F)F)cc1	.	-11	0.1	9	-0.8	-3	3	-29	-0.061
C/C(=N\NC(=O)Cc1c(C)[nH][nH]c1=O)c1ccc2ccccc2c1	-1	-6	0.3	-12	-0.6	1	-11	20	0.22
Cc1cccc(C)c1OCCOCCN1CCN(C)CC1	-5	-9	0.9	33	0.9	1	-27	-3	0.21
C#CCOCCOCCOCCNc1nc(N2CCN(C(=O)Cn3cc(CCCN=C(N)N)nn3)CC2)nc(N2CCN(C(=O)[C@H](C(C)C)n3cc(CCO)nn3)CC2)n1	-8	-1	1.1	2	0.4	2	-14	-10	0.45
COC(=O)c1ccccc1NC(=S)NC(NC(=O)c1ccccc1[N+](=O)[O-])C(Cl)(Cl)Cl (stereo not drawn)	-2	3	0.0	12	-0.3	-7	-12	-29	.
O=C(Nc1nccs1)c1ccc2nccnc2c1	-2	-8	1.0	-9	-0.1	-19	-16	-26	.
O=c1cc(-c2ccccc2)c2c([nH]1)CCCC2	-3	-22	0.5	.	0.2	-3	-12	13	0.77
CC(=O)OC1=C(C#N)Cn2ccc3cccc1c32	-4	6	0.3	3	1.7	-18	1	-183	-1.8
O=C(Nc1nnc(Cc2ccc(Cl)cc2)s1)c1cccnc1	-5	-5	1.2	15	0.2	-15	-27	-39	-1.5
O=C(Nc1ccc2nc3n(c(=O)c2c1)CCCC3)c1ccccc1[N+](=O)[O-]	-6	-14	0.3	-4	0.5	27	-4	-1	1.2
CCC1=Nc2cc(C(=O)O)ccc2Sc2ccccc21	-3	-11	0.2	-12	-2.0	2	-16	-28	-0.33
O=c1oc2ccccc2c2c1SC(C(F)(F)F)C2 (stereo not drawn)	3	-5	0.2	12	-1.2	-25	-26[20 µM]	i	-0.0073
C/C(CC(=O)Nc1ccc2c(c1)OCO2)=N\NC(=O)OC(C)(C)C	-12	-6	-0.6	25	0.9	-2	-13	-15	0.4
COC(=O)c1c(C(=O)OC)n(CCCN)c2ccc(C)cc12	2	-3	1.0	5	-0.9	-8	-27[20 µM]	-336	-0.43
C=CCn1c(SCC(=O)NC(N)=O)nnc1-c1cc2c(s1)CCC(CC)C2 (stereo not drawn)	-6	-15	-0.3	-7	-2.0	-2	-30	18	-1.3
C=CCn1c(=O)c2ccc(C(=O)NCc3ccccc3)cc2n(Cc2ccc(C)cc2)c1=O	-5	-17	-0.3	11	-0.7	-12	-15	-4	1
Brc1cccc(-c2nnc(SCc3ccon3)n2-c2ccccc2)c1	2	-7	-0.4	-6	-1.1	-2	-29	6	-0.75
Cc1cc(C(C)(C)C)oc1C(=O)N(CC(=O)NC1CCCC1)c1ccc(F)cc1	2	-17	4.4	-7	4.5	8	-7[20 µM]	11	.

Records above shown as hits in EBV gp42 inh.
molecule	EBV gp42 inh	TRPML3 ag	Tb hexokinase	Furin inh	Calpain2 inh	KCC2 mod
CCCCCCc1cc2cc(C(N)=O)c(=N)oc2cc1O	103*	0.8	5	-42[20 µM]	i	i

Screening data from PubChem BioAssay.
